Source: PubChem BioAssay
TGFb SMAD3 inh: qHTS for Inhibitors of TGF-b | HepG2 CAGA-GFP TGF-b/SMAD3 reporter, GFP fluorescence, 18 h; TGF-beta stimulated, 500 pg/mL final | Potency, µM (highest dose often 46.1 µM), for the others: at the highest dose activity, negative = inhibition, actives largely listed as inhibitors | 410,000 compounds, 1.2% hits | AID 588855, 2011; note: potency is the fitted concentration of half-maximal effect; % is set by controls: 0 for no effect and ±100 for the full control effect; nearly all actives have a fitted effect of over 65% in size
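Read-out: total well GFP (ex488/em500-530) summed from mean per-cell fluorescence. Cells: HEPG2 CAGA-GFP, 1% FBS DMEM, 18 h at 37 degrees C with 500 pg/mL final TGF-beta. Unstimulated wells served as the full-inhibition control; stimulated DMSO wells = 0%.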
A549 viability: Nrf2 qHTS screen for inhibitors: counterscreen for cytotoxicity | 390,000 compounds, 0.16% hits | A549 ARE-Fluc cells, CellTiter-Fluor viability, 18-24 h | AID 504648, 2011 | Potency, µM (highest dose often 46 µM), without a hit: at the highest dose activity change, negative = cytotoxicity, most hits filed as inhibitors; note: potency is the fitted concentration of half-maximal effect; % is set by controls: 0 for no effect and ±100 for the full control effect
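A549 ARE-Fluc cells in 5% FBS OPTI-MEM, 5000 cells/well, rested 2 h then exposed to compounds in concentration-response for 18-24 h at 37 °C. Viability by CellTiter-Fluor fluorescence (Ex 405/Em 525) after 30 min; luciferase luminescence (BugLite, 15 min, RT) read afterwards.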
EPAC2 agonist: qHTS for Agonist of cAMP-regulated guanine nucleotide exchange factor 4 (EPAC2): primary screen; Potency, µM (top dose mostly 154 µM), for the others: at the top dose activation, most hits filed as activators; 360,000 compounds, 0.079% hits; EPAC2 activation, biochemical qHTS; response scale: 100% = 6.5 mM cAMP response; note: potency is the fitted concentration of half-maximal effect; nearly all actives have a fitted effect of over 50% in size
Target sequence (Q8WZA2 whole entry, looked up): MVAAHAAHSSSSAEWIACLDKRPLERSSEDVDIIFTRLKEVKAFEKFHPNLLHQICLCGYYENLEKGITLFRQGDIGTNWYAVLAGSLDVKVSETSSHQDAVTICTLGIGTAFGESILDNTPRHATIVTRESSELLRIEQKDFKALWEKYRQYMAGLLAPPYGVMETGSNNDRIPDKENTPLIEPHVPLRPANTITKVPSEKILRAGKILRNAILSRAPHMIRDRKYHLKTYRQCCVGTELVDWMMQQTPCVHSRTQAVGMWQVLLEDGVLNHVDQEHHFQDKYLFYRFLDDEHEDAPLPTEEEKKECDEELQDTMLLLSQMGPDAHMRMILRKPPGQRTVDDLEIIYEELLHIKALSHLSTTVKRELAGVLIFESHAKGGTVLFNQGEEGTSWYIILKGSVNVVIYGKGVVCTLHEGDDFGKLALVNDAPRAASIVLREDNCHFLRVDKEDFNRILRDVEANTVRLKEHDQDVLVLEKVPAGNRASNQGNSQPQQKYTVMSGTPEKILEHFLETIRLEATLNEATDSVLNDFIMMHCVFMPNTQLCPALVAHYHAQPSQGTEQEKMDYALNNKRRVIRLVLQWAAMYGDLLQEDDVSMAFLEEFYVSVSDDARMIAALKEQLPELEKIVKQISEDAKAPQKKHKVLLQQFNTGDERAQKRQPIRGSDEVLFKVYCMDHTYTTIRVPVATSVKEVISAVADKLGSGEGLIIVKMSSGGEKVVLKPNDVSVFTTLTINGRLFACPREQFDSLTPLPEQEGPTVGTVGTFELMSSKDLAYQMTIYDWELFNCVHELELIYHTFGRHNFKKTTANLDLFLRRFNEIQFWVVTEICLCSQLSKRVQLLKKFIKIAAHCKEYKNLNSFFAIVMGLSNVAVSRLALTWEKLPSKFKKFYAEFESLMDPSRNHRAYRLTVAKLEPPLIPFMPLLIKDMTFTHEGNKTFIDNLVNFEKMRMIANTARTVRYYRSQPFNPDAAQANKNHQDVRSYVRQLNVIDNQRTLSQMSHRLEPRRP
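Readout is BODIPY fluorescence (480 nm excitation, 540 nm emission), which falls as labeled GDP is exchanged off Rap1B. EPAC2 at 100 nM acted on 250 nM RAP1B-BODIPY-GDP with 50 uM GDP present.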
CCT chaperon mod: High-Throughput Screening for Modulators of Cytosolic Chaperonin Activity. purified chaperonin ATPase assay, HTRF ADP detection, 30 min. 360,000 compounds, 0.3% hits. activity change, % (test concentration not listed), hits read low; in the data active = activity change below about -30%; note: % is set by controls: 0 for no effect and ±100 for the full control effect
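Nucleotide hydrolysis assay: TRiC at 20–40 nM final (set by batch activity) with 10 uM ATP, 30 min at 37 °C, in presence of 76 uM compound. Detection by competitive ADP HTRF, 30 min ambient.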
Akt phos inh: HTS Assay for Inhibitors of Akt Phophorylation: Primary Screen; Neuro2A IGF-stimulated pAkt S473 HTRF, 20 min; hits give low values; activity change, % for hits at 50 µM; 360,000 compounds, 0.32% hits; AID 651550, 2012; in the data active = activity change below about -80%; inconclusive = mostly about -51% to -80%; note: % is set by controls: 0 for no effect and ±100 for the full control effect
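Single-point screen (50 µM final compound) in Neuro2A cells stimulated 20 min with 6 nM IGF at 37 deg C. After lysis, Ser473-phosphorylated Akt read by HTRF (ex 330 nm, em 615/665 nm) as the 665/615 ratio.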
MmCpn inh: Inhibitors of TCP-1 ring complex (TRiC) of Methanococcus maripaludis (MmCpn): qHTS; Chaperonin Mm-Cpn (Methanococcus maripaludis); purified Mm-Cpn ATPase, ADP Transcreener TR-FRET; Potency, µM (series often up to 76.9 µM), inactives show top-dose activity, negative = inhibition, most hits filed as inhibitors; 330,000 compounds, 0.031% hits; note: potency is the fitted concentration of half-maximal effect; % is set by controls: 0 for no effect and ±100 for the full control effect; nearly all actives have a fitted effect of over 80% in size
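TR-FRET (320 nm excitation; 590 and 665 nm emission) reports ADP made from 10 uM ATP by 25 nM enzyme; compounds were preincubated 10 min, reaction run 30 min, both at 37°C.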
Nrf2 inh: Nrf2 qHTS screen for inhibitors; A549 ARE-Fluc reporter, luciferase luminescence, 18-24 h; AID 504444, 2011; Potency, µM (series often up to 46 µM), inactives show at the highest dose activity change, negative = inhibition, most hits filed as inhibitors; 360,000 compounds, 2.1% hits; note: potency is the fitted concentration of half-maximal effect; % is set by controls: 0 for no effect and ±100 for the full control effect; nearly all actives have a fitted effect of over 60% in size
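A549 ARE_Fluc cells, 5000/well, 5% FBS OPTI-MEM; compounds in dose-response, 18-24 h at 37 °C/5% CO2; CellTiter-Fluor viability read (Ex 405/Em 525), then BugLite luciferase luminescence = Nrf2 activity.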
EPAC2 antag: qHTS for Antagonist of cAMP-regulated guanine nucleotide exchange factor 2 (EPAC2): primary screen; Rap guanine nucleotide exchange factor 4 (Homo sapiens), Q8WZA2; Potency, µM (highest dose often 114 µM), for inactives: at the top dose activity, negative = inhibition, usual class: inhibitors; 360,000 compounds, 0.18% hits; EPAC2 GEF exchange of Rap1B-BODIPY-GDP, fluorescence; note: potency is the fitted concentration of half-maximal effect; % is set by controls: 0 for no effect and ±100 for the full control effect; nearly all actives have a fitted effect of over 45% in size; many of its hits are not listed in these tables
Nrf2 activator: qHTS of Nrf2 Activators; AREc32 ARE-luciferase reporter (MCF7-derived line), luminescence, 24 h; Potency, µM (top dose mostly 46.1 µM), for inactives: at the highest dose activation, most hits filed as activators; 410,000 compounds, 0.31% hits; AID 624171, 2012; note: potency is the fitted concentration of half-maximal effect; % of control where 0% means no effect; nearly all actives have a fitted effect of over 65% in size
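Luminescent ARE reporter assay in AREc32_Fluc cells: overnight plating at 37 deg C, 24 hr compound incubation, Steady-Glo added, 30 min RT before reading.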
* hit, by the source's call; i = inactive; ? = inconclusive; . = not tested or not shown; [ ] = remark or other dose. Unless noted, calls come from the whole dose curve; as a rule, active = well fitted curve in the direction sought with a large enough effect; inconclusive = small, poorly fitted or top-dose-only effect, or another doubt; inactive = no such curve, though single readings can be large; an effect the other way counts as inactive or inconclusive. Not all compounds are listed (hit frequency here may not be typical).

SMILES | TGFb SMAD3 inh | A549 viability | EPAC2 agonist | CCT chaperon mod | Akt phos inh | MmCpn inh | Nrf2 inh | EPAC2 antag | Nrf2 activator
O=C(CN1CCC(C(=O)c2ccc3c(c2)OCCO3)CC1)NCc1ccccc1 | -4% | -8% | 5% | -0.1 | i | -3% | -22% | 0% | 0.1%
CN(CC(=O)Nc1ccc(Br)cc1)Cc1ccccc1 | -12% | -5% | 18% | -3.1 | i | 1% | 1% | -11% | 2.9%
Cc1ccc(-c2noc(CN(C(=O)c3cccs3)C(C)C)n2)cc1 | -27% | 12% | 13% | -3.4 | i | -1% | -8% | -5% | -0.2%
O=C(/C=C/c1cccs1)NC(=S)Nc1ccccc1 | -21% | 4% | 19% | -4.8 | i | -4% | ? | -13% | 8.8%
COc1ccc(OC)c2sc(NC(=O)c3ccc(S(=O)(=O)N4CCOCC4)cc3)nc12 | 3% | -2% | 1% | 0.9 | i | -1% | -10% | 0% | 0.2%
Cc1cc(OC(C)C(=O)N2CCN(CCc3ccccn3)CC2)ccc1Cl (centres undefined) | 0% | -2% | . | . | . | . | 5% | . | -0.2%
O=S(=O)(c1cc(F)ccc1F)N1CCN(c2ncnc3ccccc23)CC1 | 13µM* | -18% | -5% | 1.9 | i | 1% | 12µM* | 5% | 0.1%
Cc1ccc2oc(=O)n(CCCOc3ccc(Cl)cc3)c2c1 | ? | 12% | . | . | . | . | ? | . | 4.3%
CN(Cc1nccn1C)C(=O)c1cc(COc2ccc3ncccc3c2)on1 | -1% | -7% | -6% | 1.1 | i | 1% | 21µM* | 0% | 0.1%
CC(C(=O)Nc1ccc(S(=O)(=O)N2CCCC2)cc1)N(C)Cc1ccc(F)cc1 (centres undefined) | ? | -4% | 6% | -0.4 | i | -3% | ? | -15% | -2.0%
Cc1nn(CC(=O)NCCCN2CCC(Cc3ccccc3)CC2)c(=O)c2cc(-c3ccccc3)nn12 | 0% | -1% | -14% | 0.4 | i | 0% | 0% | 1% | -0.5%
CC(C)(C)NC(=O)C(c1ccc(F)cc1)N(CCc1ccccc1)C(=O)c1ccn[nH]1 (centres undefined) | -4% | -10% | -10% | -3.6 | i | 0% | 0% | -6% | -0.4%
CC(=O)C1(C)C(=O)N(c2ccc(C)cc2)C(=O)N1c1ccc(C)cc1 (centres undefined) | 6% | -3% | 8% | -3.5 | i | . | 0% | 1% | 0.4%
CN(C)c1cccc(C(=O)Nc2cccc(S(=O)(=O)NC3=NCCC3)c2)c1 | ? | -1% | -2% | -2.2 | i | -2% | ? | -1% | 2.2%
COc1cc(C(=O)O[C@H]2CC(C)=CC[C@@]3(C)CC[C@@](O)(C(C)C)[C@H]23)ccc1O | ? | 3% | -7% | -0.7 | i | -2% | 6% | -28% | -1.9%
Cc1cc(NC(=O)COC(=O)c2ccccc2O)no1 | -1% | 10% | -1% | -0.3 | i | -3% | 17% | 6% | 2.7%
Cc1cc(NC(=O)CCN2C(=O)C3C4C=CC(C4)C3C2=O)c2ccccc2n1 (centres undefined) | -14% | -5% | 14% | 3.4 | i | -1% | ? | -2% | 2.1%
COc1ccc(CC(=O)OCC(=O)Nc2ncc(Cl)c(C)c2Cl)cc1 | -25% | 16% | 2% | -1.1 | i | -1% | ? | -21% | -0.3%
Clc1cc(Cl)c2nc(N3CCCCC3)sc2c1 | -2% | 5% | 11% | -1.5 | i | 0% | ? | 1% | -0.2%
COc1ccc(/C(N)=N/OC(=O)Cc2cccs2)cc1 | -9% | 22% | 17% | -1.7 | i | -1% | ? | -7% | 2.2%
CCOC(=O)c1cc2c(c(CCO)n1)[C@@H](CCO)N(S(=O)(=O)C(C)(C)C)C2 | -6% | 10% | -8% | -0.6 | i | . | 10% | 2% | 0.0%
NNC(=O)[C@H]1C[C@@H]1c1ccccc1 | 4% | 2% | -1% | -6.6 | i | -1% | 16% | 5% | -0.3%
CC1=C(CO)C(=O)OC([C@@H](C)C2CC[C@H]3C4C[C@H]5O[C@]56[C@@H](O)C=CC(=O)[C@]6(C)C4CC[C@]23C)C1 (some centres undefined) | 2.8µM* | -18% | 21% | -1.8 | i | 1% | 13µM* | 0% | -2.4%
CC1CCN(C(=O)c2ccc(NS(=O)(=O)c3ccc4[nH]c(=O)[nH]c4c3)cc2)CC1 | -1% | -3% | 12% | -5.0 | i | 0% | 3% | -7% | -0.7%
CCCc1ccc(OCC(=O)Nc2scc(-c3cccs3)c2C(=O)OC)cc1 | ? | 14% | . | . | . | . | -15% | . | -1.0%
Fc1ccc2cnc(-c3ccccc3)c(-c3ccc(C(F)(F)F)cc3)c2c1 | -2% | 17% | -5% | 0.0 | i | -1% | ? | ? | 7.7%
COC(=O)C1(C(=O)OC)C/C=C\CCN(S(=O)(=O)c2ccccc2[N+](=O)[O-])CC1 | . | . | 1% | 0.5 | i | . | . | -11% | 0.1%
CCOC(=O)c1cnc(-n2nc(C)cc2C)nc1N1CC(C)OC(C)C1 (centres undefined) | 0% | -1% | -4% | -0.2 | . | . | 6% | 2% | 0.2%
O=C(COC(=O)CNC(=O)c1ccccc1F)NC1CC1 | -11% | 1% | 4% | 1.3 | i | -2% | 3% | ? | -0.6%
O=C(Nc1ccc(Cl)cn1)c1cccc(OCc2ccccc2)c1 | 0% | -3% | 5% | -1.5 | i | 0% | 25% | -1% | -0.3%
COc1cccc(NC(=O)CSc2nnc(-c3cc(C)[nH]n3)n2N)c1 | 2% | -9% | 0% | -1.9 | i | 0% | 8% | 9% | 0.1%
CCOC(=O)N1CCN(C(=O)c2ccc3c(=O)n(CCc4ccccc4)c(=O)[nH]c3c2)CC1 | -7% | -1% | -16% | 0.3 | i | 2% | -19% | -4% | -0.2%
Cc1cccc(C2=NN(c3ccc(Br)cc3)[C@@H](C(=O)N3CCOC3=O)[C@@H]2c2ccc(Cl)cc2)c1 | ? | -6% | 13% | 0.3 | i | -18% | -12% | -6% | 5.0%
CCOC(=O)C1(Cc2ccccc2C(F)(F)F)CCN(C2CCN(C(C)C)CC2)CC1 | -10% | 6% | 9% | -0.9 | i | 2% | 9% | 1% | 0.9%
CN(C(=S)Nc1ccc(Oc2ccccc2)cc1)c1ccc(O)cc1 | ? | 0% | 14% | -0.8 | i | -1% | -28% | -7% | 13%
CC(c1nnnn1C1CCCCC1)N(Cc1ccccc1)Cc1cccnc1 (centres undefined) | -10% | -1% | 1% | -8.3 | i | 0% | -13% | 7%[57.1 µM] | 0.1%
COc1cc(C(=O)NCCSc2ccc(F)cc2)cc(OC)c1OC | -2% | 3% | 16% | -4.8 | i | -2% | 3% | -5% | 0.1%
CCOC(=O)C1=C(C)NC2(O)c3ccccc3C(=O)C12O (centres undefined) | 1% | -3% | -2% | 1.3 | i | -1% | -13% | 3% | -0.9%
Cc1cc([N+](=O)[O-])nn1CC(=O)NCc1cccs1 | 11% | 8% | 13% | 0.6 | i | -2% | -5% | 0% | -0.1%
CCC(C)(NC(=O)Cc1c[nH]c2ccccc12)C(=O)NC1CCCCC1 (centres undefined) | -13% | -8% | 1% | 0.2 | i | 1% | -1% | 16% | 0.7%
CCN1CCN(C(=S)NC(=O)c2cc(OC)c(OC)c(OC)c2)CC1 | -16% | -3% | 4% | -9.9 | i | 0% | -4% | 21% | -0.5%
Cc1ccc(-c2cc(C(=O)N/N=C/C=C/c3ccccc3)n[nH]2)s1 | -8% | 0% | -4% | 0.8 | i | -1% | -17% | 7% | 2.5%
CC1CC(=O)N(CC(=O)Nc2ccc3c(c2)OCCO3)c2ccccc2S1 (centres undefined) | 27% | 3% | 9% | -0.1 | i | 0% | -6% | 16% | 0.5%
CSc1ncc2c(n1)-c1ccccc1N(Cc1ccc(F)cc1)S2(=O)=O | -2% | ? | . | . | . | . | ? | . | -0.5%
COc1cc(OC)c(NC(=O)CC(=O)Nc2cc(Cl)c(OC)cc2OC)cc1Cl | 16% | -2% | -8% | -1.8 | i | -1% | 1% | 1% | -0.9%
COc1ccccc1N(CC1CO1)S(=O)(=O)c1ccccc1 (centres undefined) | ? | 2% | 2% | 1.3 | i | 1% | 3% | -22% | 2.9%
COc1ccc(OC)c(NC(=O)CCCc2ccccc2)c1 | 4% | 1% | 8% | -0.2 | i | -3% | 0% | 2% | 0.3%
CCCOC(=O)c1ccc(NC(=O)/C=C/c2cccs2)cc1 | -7% | -2% | 4% | -2.4 | i | -1% | 18% | -4% | 3.5%
COC(=O)CCC(=O)NC(=S)Nc1sc(C)c(C)c1C(N)=O | 11µM* | -6% | 2% | -2.8 | i | -1% | 26% | 8% | -0.4%[9.22 µM]
Cc1cc(C)c2c(C)nn(-c3ccccc3)c2n1 | 2% | 9% | 0% | 2.8 | i | -20% | 19% | 0% | 1.5%

Not a retest: entries from further up.
SMILES | TGFb SMAD3 inh | A549 viability | EPAC2 agonist | CCT chaperon mod | Akt phos inh | MmCpn inh | Nrf2 inh | EPAC2 antag | Nrf2 activator
Cc1ccc(-c2cc(C(=O)N/N=C/C=C/c3ccccc3)n[nH]2)s1 | -8% | 0% | -4% | 0.8 | i | -1% | -17% | 7% | 2.5%
CC1CC(=O)N(CC(=O)Nc2ccc3c(c2)OCCO3)c2ccccc2S1 (centres undefined) | 27% | 3% | 9% | -0.1 | i | 0% | -6% | 16% | 0.5%
